MITF TRPM1 HTS: increases MITF-driven TRPM1 promoter luciferase signal; 0.75% of 300,000 active; SK-MEL-5 TRPM1-promoter luciferase, 24 h; % of positive control, neutral wells = 0; activation, % at 12.5 µM;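 active = mean activation of at least 80% with every replicate also reaching 80%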;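 also: 0% = neutral control wells and 100% = parthenolide positive control wells; values of inactives mirror those of a sister screen read the other way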
CAL PDZ FP-1: inhibitors of human CAL PDZ peptide binding; inhibition, % at 24.9 µM; purified CAL PDZ, TMR-peptide fluorescence polarization, 1 h; 0.92% of 300,000 active; Q9HD26; AID 602252;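 active = mean inhibition of at least 30% with at least half of replicates also reaching 30%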;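 also: 0% = DMSO neutral control and 100% = excess unlabeled competitor peptide PRC23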
NSD2 HMT inh: inhibitors of human histone methyltransferase NSD2; O96028; AID 743445; NSD2 peptide methylation, AlphaScreen, 120 min; inhibition, % at 12.5 µM; 0.54% of 310,000 active; in the data active = inhibition above about 50%
SR-BI DiI inh: blocks mouse SR-BI lipid uptake from DiI-HDL | Q61009 | ldlA[mSR-BI] CHO cells, DiI-HDL uptake fluorescence, 3 h | inhibition, % at 12.5 µM | 0.96% of 320,000 active | AID 488896;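 active = mean replicate inhibition of at least 70% and a set share of replicates each scoring 70 or more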;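 also: 0% = median of neutral control wells and 100% = median of positive control wells; values of inactives mirror those of a sister screen read the other way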
Target sequence (Q61009 whole entry, looked up): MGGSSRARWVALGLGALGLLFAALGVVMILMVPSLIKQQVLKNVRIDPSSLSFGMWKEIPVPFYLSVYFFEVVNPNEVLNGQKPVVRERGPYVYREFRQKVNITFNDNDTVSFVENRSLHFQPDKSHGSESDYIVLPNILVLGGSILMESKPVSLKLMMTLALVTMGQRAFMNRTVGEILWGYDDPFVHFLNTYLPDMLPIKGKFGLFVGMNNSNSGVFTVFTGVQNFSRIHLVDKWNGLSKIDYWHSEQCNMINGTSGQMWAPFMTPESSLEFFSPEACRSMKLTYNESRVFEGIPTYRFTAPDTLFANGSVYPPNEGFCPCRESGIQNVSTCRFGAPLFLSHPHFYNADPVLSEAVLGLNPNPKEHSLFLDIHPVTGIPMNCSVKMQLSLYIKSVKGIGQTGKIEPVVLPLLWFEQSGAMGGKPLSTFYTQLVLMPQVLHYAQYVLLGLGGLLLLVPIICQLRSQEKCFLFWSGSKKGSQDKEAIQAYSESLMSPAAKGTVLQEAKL
Rtt109 HAT inh: inhibitors of Candida albicans Rtt109/Vps75 histone acetyltransferase; 0.16% of 330,000 active; Q5AAJ8; purified Rtt109/Vps75, ThioGlo CoA-SH fluorescence, 4 h; AID 540336; inhibition, % at 34.9 µM;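 active = inhibition of at least 50% in every replicate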
dFosB act: activators of mouse delta FosB homodimer | P13346 | purified delta FosB, TAMRA-CDK5 oligo fluorescence polarization; percent of positive-control signal above neutral wells | activation, % at 25 µM | 0.99% of 340,000 active;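 active = mean activation above about 17%, with every replicate also reaching it, limit read from the data, passing the limit was not always enough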;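 also: fluorescence polarization rise as delta FosB binds a TAMRA Cdk5 AP-1 oligo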
Target sequence (P13346 whole entry, looked up): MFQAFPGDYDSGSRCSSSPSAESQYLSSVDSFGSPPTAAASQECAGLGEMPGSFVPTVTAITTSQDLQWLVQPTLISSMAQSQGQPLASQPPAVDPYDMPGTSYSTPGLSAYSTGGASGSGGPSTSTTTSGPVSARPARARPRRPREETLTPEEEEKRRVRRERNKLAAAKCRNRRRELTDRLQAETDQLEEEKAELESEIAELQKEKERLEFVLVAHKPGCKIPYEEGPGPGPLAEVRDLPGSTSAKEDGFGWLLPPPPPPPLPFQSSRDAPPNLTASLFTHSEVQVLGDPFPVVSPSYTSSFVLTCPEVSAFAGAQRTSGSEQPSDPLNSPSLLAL
PvdQ inh: P. aeruginosa PvdQ acylase inhibition | purified PvdQ acylase, fluorescence plate reader | inhibition, % at 10 µM | 0.063% of 340,000 active | AID 488965; in the data active = inhibition above about 30%, passing the limit was not always enough;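 also: 0% = vehicle neutral wells and 100% = reference inhibitor wells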
SR-BI DiI-HDL act: SR-BI HDL lipid transfer activation; CHO ldlA[mSR-BI] cells, DiI-HDL uptake fluorescence, 3 h; 100 = double the neutral-control signal; activation, % at 12.5 µM; 0.096% of 320,000 active;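 active = mean replicate activation of at least 60% and every replicate at or above 60%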;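 also: 0% = median plate neutral-control signal and 100% = twice that signal; values of inactives mirror those of a sister screen read the other way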
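System: LDL receptor-deficient CHO ldlA cells overexpressing murine SR-BI | Timing: 3 h uptake period with compound, 37 °C | Medium: HEPES-buffered (25 mM, pH 7.4) F12 plus 0.5% BSA | Dosing: Single-point compound dose | Signal: Bottom-read fluorescence, 550/595 nm | Read-out: Retained DiI signal reflecting DiI-HDL uptake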
CAL PDZ FP-2: inhibitors of human CAL PDZ peptide binding; Q9HD26; purified CAL PDZ, TMR-peptide fluorescence polarization, 1 h; inhibition, % at 20 µM; 0.02% of 330,000 active; AID 504414;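 active = highest replicate inhibition of at least 40%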;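 also: plate controls were DMSO neutral control wells for no effect and unlabeled competitor peptide control wells for full effect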
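material = purified tagged CAL PDZ domain construct (CerCALP) | buffer or medium = sodium phosphate/NaCl buffer pH 7.4 with TCEP, IgG, Thesit | reagent = TMR-labelled reporter peptide T*-PRC34 bound in PDZ groove | incubation = 1 h room-temperature incubation prior to read | measured by = fluorescence polarization (mP) | evaluation = percent inhibition from loss of millipolarization | control set = unlabelled peptide and DMSO controls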
PfHsp90 set2: reduces growth (ATP signal) of yeast expressing P. falciparum Hsp90 | S. cerevisiae expressing PfHsp90, BacTiter-Glo ATP, 48 h; yeast lacking PDR1 and PDR3 efflux regulators | inhibition, % at 9.4 µM | 0.32% of 310,000 active | AID 504621;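 active = every replicate shows inhibition above about 80%, whatever the replicate mean, limit read from the data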;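 also: 0% = DMSO neutral controls and 100% = 20 µM radicicol positive controls; yeast relying on Plasmodium falciparum Hsp90 in place of its own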
* = called active by the depositor; / = no result given.

#	SMILES	MITF TRPM1 HTS	CAL PDZ FP-1	NSD2 HMT inh	SR-BI DiI inh	Rtt109 HAT inh	dFosB act	PvdQ inh	SR-BI DiI-HDL act	CAL PDZ FP-2	PfHsp90 set2
1	COc1ccc(NC(=O)c2cc([N+](=O)[O-])ccc2O)cc1	-83	/	4	-15	5	2	2	15	0.5	76*
2	CC(C)C(NS(=O)(=O)c1ccc2c(c1)C(C)(C)C(=O)N2C)C(=O)NCc1ccc(F)cc1 (configuration not stated)	/	/	/	17	-3	-14	-9	-17	-0.6	/
3	O=C(CN1C(=O)c2cccnc2Oc2ccc(Cl)cc21)NCCc1ccccc1	15	-5	0	3	-1	-6	-2	-3	-4.0	-21
4	Clc1ccccc1CSc1ncn(-c2ccccc2)n1	58	3	-5	24	-4	-9	4	-24	-0.3	-9
5	Cc1cc(NC(=O)c2cc3ncc(Br)cn3n2)no1	-9	4	-1	/	-8	-3	-10	/	-3.9	-30
6	Cc1cc(Cl)cc(C)c1OCCCCN1CCOCC1	-3	/	1	21	-3	-8	-7	-21	-1.8	27
7	O=[N+]([O-])c1cccc(/C=C2\CCC(/C=N/Nc3ccc4ccccc4n3)=C2N2CCOCC2)c1	-8	-3	2	88*	1	-3	-8	-88	-1.1	-8
8	CC(C(=O)Nc1ccc2c(c1)OCO2)N(C)CC(=O)Nc1ccccc1Cl (configuration not stated)	/	-4	36	13	-3	-7	-19	-13	-0.2	-1
9	O=C(Cn1c(CO)nc2ccccc21)NC1CCCCCC1	13	1	/	-27	0	-9	-4	27	-0.2	/
10	CC1=C(C(=O)Nc2cc(C(=O)NCCC(C)C)ccc2C)SCCO1	0	-1	-3	18	2	-5	-1	-18	-1.1	-1
11	CS(=O)(=O)N(CCc1ccccc1)CC(=O)NCc1ccccn1	17	-1	-2	/	7	-8	-11	/	-0.5	3
12	Cc1ccc2nc(N3C(=O)C(O)=C(C(=O)c4ccc(C)o4)C3c3ccc(O)cc3)sc2c1 (configuration not stated)	-7	-4	-1	-20	8	-3	-4	20	-6.0	6
13	Cn1c(CO)cnc1S(=O)(=O)Cc1ccc([N+](=O)[O-])cc1	-10	-2	0	-24	1	-3	-5	24	-0.8	-5
14	CCCCc1cc(=O)oc2cc(OCC(=O)N3CCC(C(N)=O)CC3)ccc12	-1	0	/	16	10	-8	-15	-16	-0.6	-30
15	Cc1cccc(NC(=O)C(C)OC(=O)c2ccccc2NS(=O)(=O)c2cc(C)c(C)c([N+](=O)[O-])c2)c1 (configuration not stated)	-25	0	1	29	-5	-7	-12	-29	-0.8	3
16	O=C(NNC(=O)c1cc(S(=O)(=O)N2CCOCC2)c(Cl)cc1Cl)c1ccccc1F	14	-3	1	-15	-5	1	-3	15	-0.5	-6
17	O=C(O)CC(NCc1ccco1)C(=O)OCCc1ccccc1 (configuration not stated)	-4	-2	0	-13	-9	2	2	13	-0.1	14
18	CC(C)CN(C(=O)CSc1ncnc2sccc12)C1CCS(=O)(=O)C1 (configuration not stated)	-5	3	-2	4	-1	-6	10	-4	-1.0	9
19	Cc1ccc(N2C(=O)C3C(C2=O)C(C(=O)c2ccc(Cl)cc2)N2CCCC32)cc1 (configuration not stated)	-11	42*	2	-26	-1	1	-10	26	0.0	14
20	Cc1cc(C)cc(NC(=O)CSc2nnc(-c3ccccc3)n2N)c1	/	-2	0	-27	17	-6	15	27	-4.0	-1
21	CC(C)(C)N(Cc1ccccc1)C(=O)COC(=O)CN1C(=O)C2CC=CCC2C1=O (configuration not stated)	-13	-2	-1	-14	8	-14	-12	14	-0.1	-16
22	CCn1c(=O)n(CC)c2cc(N3CCCC3)c(NC(=O)c3cccc(C)c3)cc21	-11	1	11	17	/	-3	3	-17	-1.6	0
23	COCCNC(=O)c1cccc(OC2CCN(Cc3ccc(OC(F)F)cc3)CC2)c1	-1	-2	6	-5	-2	1	9	5	/	6
24	C=CCn1c(SCC#N)nnc1-c1ccc2ncccc2c1	/	2	-5	/	3	-6	-11	/	-3.5	9
25	CCN(C(=O)Cc1cccs1)c1nnc(-c2cccnc2)s1	19	-1	2	-16	-5	-14	-14	16	/	0
26	Cc1nn(C)c(C)c1CN(C)C(=O)c1nn2c(c1Br)NC(c1cccs1)CC2C(F)(F)F (configuration not stated)	-13	-3	15	-9	8	-9	-4	9	-0.6	11
27	CC(Oc1cccc2ccccc12)C(=O)N/N=C/c1cccnc1 (configuration not stated)	-4	12	3	-12	14	-5	9	12	-2.6	2
28	CCCCS(=O)(=O)NC1=NCN(Cc2ccco2)CN1	0	-3	-1	-42	-1	3	-4	42	0.0	14
29	CCCCNC(=S)Nc1ccc2nc3n(c(=O)c2c1)CCCCC3	1	-2	8	-26	-5	-9	-11	26	-2.2	7
30	COc1cccc(OCC(O)CN2CCN(c3ccccn3)CC2)c1 (configuration not stated)	14	0	-2	-30	10	-8	8	30	0.1	-6

One compound at a time, from the list above. Values in the order: MITF TRPM1 HTS | CAL PDZ FP-1 | NSD2 HMT inh | SR-BI DiI inh | Rtt109 HAT inh | dFosB act | PvdQ inh | SR-BI DiI-HDL act | CAL PDZ FP-2 | PfHsp90 set2
O=C(CN1C(=O)c2cccnc2Oc2ccc(Cl)cc21)NCCc1ccccc1 across the screens: 15 | -5 | 0 | 3 | -1 | -6 | -2 | -3 | -4.0 | -21
CC(Oc1cccc2ccccc12)C(=O)N/N=C/c1cccnc1 (configuration not stated) across the screens: -4 | 12 | 3 | -12 | 14 | -5 | 9 | 12 | -2.6 | 2
Clc1ccccc1CSc1ncn(-c2ccccc2)n1 across the screens: 58 | 3 | -5 | 24 | -4 | -9 | 4 | -24 | -0.3 | -9

The listing continues.
#	SMILES	MITF TRPM1 HTS	CAL PDZ FP-1	NSD2 HMT inh	SR-BI DiI inh	Rtt109 HAT inh	dFosB act	PvdQ inh	SR-BI DiI-HDL act	CAL PDZ FP-2	PfHsp90 set2
31	Cc1ccccc1C(=O)NC1CCN(Cc2nnnn2C2CCCC2)CC1	/	-4	/	1	-2	-2	3	-1	-1.1	/
32	CCOC(=O)CNC(=O)C(Cc1ccccc1)NS(=O)(=O)c1cccs1 (configuration not stated)	-4	3	-1	2	0	-8	9	-2	0.6	37
33	Cc1oc2nc(SCC(=O)NCCCO)nc(N)c2c1C	/	-1	34	-16	-2	-5	-7	16	-0.3	-25
34	COc1cc(OC)cc(-c2c(-c3cccs3)c3cc(-c4ccc(OC)c(OC)c4)ccc3n2C)c1	7	-1	/	79*	-1	4	1	-79	-0.1	-10
35	O=C(Nc1ccc(F)cc1)C1CC(=O)n2c(nc3ccccc32)N1 (configuration not stated)	-3	1	1	-17	0	4	-6	17	-1.4	7
36	COc1ccccc1C(=O)NC(=O)CSc1nnc(C)s1	8	-1	/	-9	-6	-6	-10	9	-0.9	-15
37	CC1(C)OC(=O)C(=Cc2ccc(-c3ccc(Cl)c(C(=O)O)c3)o2)C(=O)O1	3	-2	/	-28	-1	1	-9	28	-2.1	-14
38	CCCC(CCC)=NNC(=O)c1ccccc1F	6	7	-2	-8	-8	1	-11	8	/	8
39	CC(=O)NC1C(=O)N=C(SCC(=O)Nc2c(C)cccc2C)NC1=O (configuration not stated)	2	3	-3	-38	-22	-2	-5	38	-1.6	/
40	Cc1ccc(C(=O)N2CCCC2)cc1S(=O)(=O)N1CCOCC1	4	0	5	-10	-13	-3	-11	10	-1.0	-5
41	CCOc1ccc(-c2nc(CSCC(=O)NCCN3CCOCC3)c(C)o2)cc1	2	-2	-2	/	1	-10	-7	/	-0.7	-23
42	Cc1nn(Cc2ccccc2Cl)c2sc(C(=O)OC3CCCC3=O)cc12 (configuration not stated)	/	-2	-3	24	/	-2	-3	-24	-2.3	/
43	O=C1N(Cc2cccnc2)C[C@@H]2C[C@@H](c3ccc4nonc4c3)N3CCC[C@@]123	12	1	0	-18	-5	2	-11	18	-1.9	-32
44	Cc1c(Br)c(C(N)=O)nn1C	9	/	-3	5	12	-12	-8	-5	-0.5	35
45	CC(C)Sc1nc2ccccc2n1CC(=O)O	-4	-8	-4	5	10	2	-3	-5	-0.7	-8
46	CC(C)(C)C1CCC(OCC(O)CN2CCN(c3ccccn3)CC2)CC1 (configuration not stated)	-3	1	0	24	-1	-9	-5	-24	-1.0	-47
47	Cc1cc(C)cc(NC(=O)C2C3C=CC4(O3)C2C(=O)N(CCCN2CCCCC2)C4C(=O)NC2CCCCC2)c1 (configuration not stated)	1	-8	-1	/	-5	-2	-12	/	0.5	-12
48	CC(=O)Nc1ccc(OC(=O)Cc2ccc(Cl)cc2)cc1	/	-2	-2	2	-10	-4	-9	-2	0.2	1
49	CCOC(=O)C1=C(C)Nc2ccccc2N=C1NC(=O)CCCN1C(=O)c2ccccc2C1=O	-3	-4	-3	7	0	0	-17	-7	-0.8	-4
50	CCN1C=C(C(=O)OC)C(c2cccc(C)c2)C(C(=O)OC)=C1	7	-5	-25	5	-17	-5	-33	-5	-2.0	18
51	O=C(NCc1ccco1)c1ccc(COc2cccc3ccccc23)cc1	11	-1	0	-21	-16	-5	-8	21	-1.7	-16
52	COc1cccc(C(=O)Nc2ccc(NC(=O)C3C4C=CC(C4)C3C(=O)O)cc2)c1 (configuration not stated)	-6	-1	-1	11	18	-1	3	-11	-2.4	1
53	CC/C(=N/NC(=O)c1ccccc1)c1ccc(OCCN2CCOCC2)cc1	4	-1	-3	-34	15	-2	13	34	-0.3	2
54	COc1ccc(C(CNC(=O)C2CC(=O)N(Cc3ccccc3)C2)N2CCCC2)cc1 (configuration not stated)	1	-3	2	-21	-9	7	-7	21	-0.2	-3
55	O=C(CCc1nc2ccccc2c(=O)[nH]1)N1CCN(c2ccc(F)cc2)CC1	-6	-6	-4	-13	9	-1	14	13	-1.2	-8
56	CC(=O)c1cccc(N(CC(=O)NC2CCCC2)C(=O)c2csnn2)c1	2	-1	3	-13	1	-6	-5	13	-0.3	-13
57	COc1cccc(CC(=O)OCC(=O)N(C)CC(=O)Nc2ccc(Cl)c(C(F)(F)F)c2)c1	-4	-2	0	4	-8	-2	14	-4	-3.3	-2
58	CCN(CC)C(=O)Cn1nc(-c2ccccc2O)nc1SCC(=O)Nc1ccc(OC)cc1	-2	-5	-3	/	4	-7	-2	/	-2.8	29
59	CS(=O)(=O)N1CCC(C(=O)Nc2ccccc2F)CC1	0	-3	0	23	-2	8	-12	-23	-1.9	-60
60	CCC12C(=O)C(CC)(C(c3ccccc3)=C1c1ccccc1)[C@@H]1C(=O)N(c3ccc(C)cc3)C(=O)C12 (some centres not stated)	6	-2	-2	-25	7	6	0	25	0.0	-1
61	Cc1ccc(CNC(=O)Nc2ccccc2)n1C	48	11	1	2	1	-7	-6	-2	-0.9	16

Source: PubChem BioAssay
